# Pf Dd2 inh: inhibitors of Plasmodium falciparum Dd2 growth. P. falciparum Dd2 growth, SYBR Green, 72 h. Potency, µM (top dose mostly 28.9 µM), for inactives: at the highest dose activity, negative = inhibition, most hits filed as inhibitors. 4.3% of 120,000 active; active = well fitted inhibition curve with a large enough effect; inconclusive = small, poorly fitted or top-dose-only effect; inactive = no such curve, though single readings can be large or run the other way;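 also: plate controls were DMSO vehicle for no effect and reference drug for full effect; nearly all actives have a fitted effect of over 65% in size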
#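 Readout: SYBR Green fluorescence, 485 nm excitation, 535 nm emission, after ~16 h lysis at 37C. Before that, Dd2-infected red cells (2.5% hematocrit) grew 72 h with compound, 29 uM top final concentration.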
# An asterisk follows results filed as active; i = inactive; u = inconclusive; [ ] = dose if it differs, or a comment. Potency is read from the fitted curve at half-maximal effect.
SMILES,Pf Dd2 inh
CCn1ccnc1CN(CC1CCN(CCc2ccccc2C)CC1)C1CCCC1,u
COC(=O)C1=C(C)N=C2SC=C(CC(=O)NCC3CC3)N2C1c1cccc([N+](=O)[O-])c1 (stereo not given),u
COc1ccc(C(=O)N2CCN(C(=O)c3ccccc3)[C@H](C(=O)N[C@H]3CCCNC3=O)C2)cc1,-14%
O=C(Nc1cccc(C(=O)N2CCN(c3cccc(Cl)c3)CC2)c1)c1nsc2ccccc12,u
CCOc1ccccc1N(C)C(=O)NCc1noc2ccccc12,19%
Cc1cc(C)cc(NC(=O)c2cc(S(=O)(=O)NCCC3=CCCCC3)ccc2F)c1,35%[activator]
OC[C@@H](O)CNc1nccc(C2(c3ccccc3Cl)CCNCC2)n1,25%
Cc1ccc(C)c(OC(=O)CSc2nnc(-c3ccc4c(c3)OCO4)o2)c1,19%
O=C(CCc1ccccc1)NCCc1csc(-c2cccc(F)c2)n1,17%
O=C(CC1CCCCN(Cc2ccccc2)C1=O)NCc1cccnc1 (stereo not given),-13%
Cc1ccccc1CNC(=O)CN1C(=O)C2CCCCN2c2ccc(C(=O)N3CCCC3)cc21 (stereo not given),-11%
O=C1CCCc2cc(S(=O)(=O)N3CCCC(C(=O)NCc4ccccc4)C3)ccc2N1 (stereo not given),-1%
CCc1cccc(NC(=O)CSc2ncc3c(n2)-c2cc(Cl)ccc2N(C)S3(=O)=O)c1,14%
O=C(NCCC1=CCCCC1)c1c(OCC2CC2)cc(=O)n2c1CCCCC2,u
COCC(=O)N[C@H]1C[C@H]2C(=O)NC[C@@H](CCC(=O)N3CCc4ccccc43)N2C1,23%[44.1 µM]
O=C1[C@H]2CN(S(=O)(=O)c3ccc(F)cc3)CCN2C(=O)N1CCO,19%[44.1 µM]
COc1cccc(C(O)c2nc(C(=O)NCc3ccco3)c(C)o2)c1 (stereo not given),i
CCn1nccc1C(=O)NCCn1ccn2nc(-c3ccc(C)c(C)c3)cc2c1=O,7.9µM*
CN1C(=O)C2(CCCN(C(=O)c3ccc(=O)[nH]c3)C2)c2ccccc21 (stereo not given),4%
O=S(=O)(c1ccc(Cl)cc1)c1nc(-c2ccco2)oc1SCc1ccccc1F,24%
COc1ccc(NC(=O)Cn2c(=O)n(CC(=O)NCCc3ccccc3)c(=O)c3ccccc32)cc1,19%
COc1ccc(-c2noc([C@@H]3Cc4nc[nH]c4CN3Cc3ccc(CO)o3)n2)cc1,u
FC(F)(F)c1ccc(N2C3CCC2CN(Cc2cccc(Cl)c2)C3)cc1,10%
COc1ccc(-c2nc3ccccc3o2)cc1NC(=O)Cc1ccc(Cl)cc1,-1%
CCc1nc(NC(=O)C[C@H]2NC(=O)c3ccccc3NC2=O)n[nH]1,-13%

# (more compounds)
SMILES,Pf Dd2 inh
O=C(CSc1nc2c(sc3ccccc32)c(=O)n1CCCC(=O)NC1CCCC1)Nc1ccc(F)cc1,u
CC(C)c1ccc(CN2CCc3nc(N4CCN(C)CC4)[nH]c(=O)c3CC2)cc1,-22%[5.79 µM]
CS(=O)(=O)N1CCC(CC(=O)NC2CCCCC2)C1 (stereo not given),-2%
CC(C)Oc1ccc(CN2CCC(CO)(CN3CCCC3)CC2)cc1Cl,13µM*
CN1C(=O)C(c2ccccc2)CC12CCN(C(=O)c1ccc(C#N)cc1)CC2 (stereo not given),-15%
Cc1ccc(N(CC(=O)NCc2ccc(Cl)cc2)S(=O)(=O)N(C)C)cc1,20%
Cc1cnc(CN2CC3(CCCN(c4ccc(C#N)cn4)C3)CCC2=O)cn1 (stereo not given),-20%
Cc1ccc(OCC(=O)Nc2ccc(S(=O)(=O)N(Cc3ccccc3)c3ccccc3)cc2)cc1,-11%
COCC(=O)NC[C@H]1C[C@@H]2CCN1C[C@@H]2c1cc(-c2cccs2)nn1C,i
O=C(Cn1c(=O)c2c(n1Cc1ccccc1)CN(Cc1ccccc1)CC2)N1CCC(c2ccccc2)CC1,u
CN1CC(=O)N(C2CCNC2)Cc2c1ncnc2N1CC[C@H](N(C)C)C1 (stereo not given in full),-4%
C1CCC(c2nc(CCOCC3CC3)no2)NC1 (stereo not given),-4%
Cc1cc(C(=O)N[C@@H]2CN(Cc3ccccc3)C[C@H]2CO)nn1C,-19%
Cc1ccc(-n2cc(-c3ccccc3)c3c(N4CCCCC4)ncnc32)cc1,u
CCOc1ccccc1NC(=O)N1CCC2(CC1)CC(Cc1nc(-c3ccncc3)no1)CCO2 (stereo not given),u
Cn1nc(C(=O)N2CCC3(CC2)N=C(c2cccc(Br)c2)NO3)c2ccccc21,i
COc1ccc(OC)c(NC(=O)Cn2cnc3c(oc4ccccc43)c2=O)c1,2%
CCOc1ccccc1NC(=O)C1CCc2ncc(-c3ccsc3)n2C1 (stereo not given),i
COc1ccc(-n2c(=O)c3c(n2Cc2ccccc2)CN(CC2CCOC2)CC3)cc1 (stereo not given),u
Clc1cc(NCC2CC2)n2nccc2n1,-9%[44.1 µM]
CNC(=O)N1CCC(Cc2noc(C3CCOCC3)n2)C1 (stereo not given),2%
Cc1cccc(N2CCN(C(=O)c3ccc4c(Cl)c5c(nc4c3)CCCC5)CC2C)c1 (stereo not given),-8%
COc1ccc(C(=O)N2C[C@@H]3OCC(=O)N(Cc4ccccc4)[C@@H]3C2)cc1,13%[44.1 µM]
Cn1ncc(CN2CCCC23CCN(c2ccc(C(F)(F)F)cn2)CC3)c1C1CC1,11µM*
Cc1ccc(C)c(NC(=O)Cn2c(-c3ccc(F)cc3)nc(C)c(CCO)c2=O)c1,3%

# Next part:
SMILES,Pf Dd2 inh
Cc1cc(C(=O)N2CCCC3(CCNCC3)CC2)c2cnn(C(C)C)c2n1,-13%
O=C(CCCCCn1c(=O)[nH]c2ccccc2c1=O)NCCc1ccccc1,-5%
CNC(=O)[C@H]1C[C@H](Oc2ccccc2)CN1Cc1cccc(F)c1,-20%
CCOC(=O)C1=C(C)N=C2SC=C(CC(=O)N3CCC(C)CC3)N2C1c1cccc(OC)c1 (stereo not given),-18%
Cc1ccccc1CC(=O)N1CCC(Oc2ncccc2C(=O)N2CCCCC2)C1 (stereo not given),u
O=C(Cn1nc2c(cc1=O)CCCCC2)Nc1cc(F)c(F)c(F)c1,-2%
CCN(C)c1ccnc(N2CC[C@@H]3C[C@H](N4CCOCC4)CC[C@@]3(COC)C2)n1,8.9µM*
COc1ccc(-c2nnc(SCC(=O)c3ccc(NC(C)=O)cc3)o2)cc1OC,20%
CC(C)(C)CC(=O)N1CCN2C(=O)c3cc(-c4cccc(C(F)(F)F)c4)ccc3NC(=O)[C@H]2C1,i
Cc1ccc(Cc2ccccc2C(=O)N2CCOC(C(F)(F)F)C2)cc1 (stereo not given),u
COC1C(=O)N(C2CCN(C(=O)Cc3cccc(F)c3)CC2)C12CCOCC2 (stereo not given),8%
Cc1ccc(NC(=O)c2ccc(Cn3ccn4nc5c(c4c3=O)CCCC5)cc2)cc1,u
O=C(Nc1nnc(S(=O)(=O)N2CCCc3ccccc32)s1)c1ccccc1,33%[activator][5.79 µM]
O=C(CN1CCSc2ccccc21)N1CCN(c2cccc(Cl)c2)CC1,33%[activator]
COC[C@H]1C[C@@H](NS(=O)(=O)c2cccc(C(F)(F)F)c2)[C@H](O)[C@@H]1O,-20%[44.1 µM]
Cc1ccc(NC(=O)Cn2c(=O)c(CNc3ccccc3)cc3cc4c(cc32)OCCO4)cc1,i
COc1ccc(-n2nnnc2C2CCN(S(=O)(=O)c3cccc(C(F)(F)F)c3)CC2)cc1,7%
Cc1cc(C)c(NC(=O)CN2C(=O)CCSc3ccc(S(=O)(=O)N4CCCC4)cc32)c(C)c1,i
COc1ccc(OCc2nc(C)c(CCO)c(=O)n2CC(=O)Nc2ccccc2Cl)cc1,-1%
COc1ccc(NC(=O)N2C[C@@H]3C[C@H](C2)c2c(NS(=O)(=O)c4ccccc4)ccc(=O)n2C3)cc1,26%
O=C(Cn1cc(S(=O)(=O)Cc2ccccc2Cl)c2ccccc21)NCCc1ccccc1,i
CS(=O)(=O)c1ccc(CN2CCC(C(O)c3ccccn3)CC2)cc1 (stereo not given),-13%
COc1ccc(NC(=O)N2CCC3(CC2)CC(OC)CCO3)cc1 (stereo not given),11%
COc1ccccc1NC(=O)c1oc2ccccc2c1NC(=O)COc1cccc(C)c1,25%
Cc1ccc(NC(=O)Cn2c(=O)n(CCCC(=O)NCc3ccc4c(c3)OCO4)c(=O)c3ccccc32)cc1,u

# Another view of some results above.
COCC(=O)NC[C@H]1C[C@@H]2CCN1C[C@@H]2c1cc(-c2cccs2)nn1C
  Pf Dd2 inh = i
O=C(Cn1c(=O)c2c(n1Cc1ccccc1)CN(Cc1ccccc1)CC2)N1CCC(c2ccccc2)CC1
  Pf Dd2 inh = u

# Part of the list above in order of length of the SMILES, rising:
SMILES,Pf Dd2 inh
O=C(CN1CCSc2ccccc21)N1CCN(c2cccc(Cl)c2)CC1,33%[activator]
COC1C(=O)N(C2CCN(C(=O)Cc3cccc(F)c3)CC2)C12CCOCC2 (stereo not given),8%
CCN(C)c1ccnc(N2CC[C@@H]3C[C@H](N4CCOCC4)CC[C@@]3(COC)C2)n1,8.9µM*
CC(C)(C)CC(=O)N1CCN2C(=O)c3cc(-c4cccc(C(F)(F)F)c4)ccc3NC(=O)[C@H]2C1,i

# Other records
SMILES,Pf Dd2 inh
COc1cccc(C(=O)N2CCC(Cc3nc(-c4cnccn4)no3)CC2)c1,-3%
O=C1[C@@H]2C[C@@H](CN2C2CCOCC2)Oc2ccccc2N1Cc1ccccc1,-30%[44.1 µM]
O=C(NC[C@H]1OC[C@@H](NCc2cccnc2)[C@@H]1O)C1CC1,9%[44.1 µM]
CCOc1cccc(CNC(=O)CC2CCCCN(Cc3ccccc3)C2=O)c1 (stereo not given),-26%
COCC1CN(C(C)=O)CC12CCN(C(=O)NCc1ccccc1)CC2 (stereo not given),8%
Cc1ccc(NS(=O)(=O)c2ccc3c(c2)CC(=O)N3)cc1Cl,-10%
CN(CC1CCOC1)S(=O)(=O)Cc1cccc(Cl)c1 (stereo not given),i[5.79 µM]
C[C@H]1[C@@H]2[C@@H](O)C([C@H](C)C(=O)N(C)Cc3ccccc3)CC[C@@]2(C)CC[C@@H]1NC(=O)c1ccccn1 (stereo not given in full),-3%
COc1ccc(NC(=O)C(=O)NCCc2ccccc2)cc1OC,28%
COc1cc(-c2nc(CN3CCCC(CN)C3)c(C)o2)cc2c1OCO2 (stereo not given),u
O=C(c1ccc(Cl)cc1)N1CCC(N2Cc3cccn3C2=O)CC1,17%
Cc1ccc(-c2nnc3ccc(N4CCCCC4)nn23)nc1,-2%[44.1 µM]
Cc1ccsc1C(=O)N1[C@@H]2CC[C@H]1CC(NC(=O)c1ccncc1)C2 (stereo not given in full),22%
CN(Cc1ccccn1)Cc1cccn1C,u
O=C(Nc1ccccc1)c1ccc2c(c1)OCCN(c1ccccc1)C2,u
CC(C)c1noc(-c2cn(C3CCCN(C(=O)c4ccc(Cl)s4)C3)nn2)n1 (stereo not given),u
Cc1ccc(C2=NC3(CCN(C(=O)CCc4ccccc4)CC3)ON2)cc1,u
Cc1nc(-c2ccc(F)cc2)cc([C@H]2CN3CC[C@H]2C[C@@H]3CNC(=O)c2ccco2)n1,i
COc1nccnc1NC1CCN(C(=O)c2ccco2)CC1,2%[5.79 µM]
FC(F)(F)c1ccc(CN2CC[C@H](c3nc4ccccc4[nH]3)C2)cc1,i
Cc1ccc(C(=O)N2CCC(N3C[C@H](O)C[C@H]3C(=O)NC3CCCCC3)CC2)cn1,2%
CN1CC(=O)N(C2CCCNC2)Cc2c1ncnc2N1CCc2ccccc2C1 (stereo not given),3%
CC(C)c1ccc(C(=O)N2C3CCCC2CC(=O)C3)cc1,-3%[44.1 µM]
O=C(Cn1cnc(S(=O)(=O)N2CCCC2)c1)Nc1cccc(Br)c1,10%
CCCC(=O)NC[C@@H]1CC[C@H]2C[C@@H]1C2(C)C,u

# Continued; the last 6 above are carried over.
SMILES,Pf Dd2 inh
FC(F)(F)c1ccc(CN2CC[C@H](c3nc4ccccc4[nH]3)C2)cc1,i
Cc1ccc(C(=O)N2CCC(N3C[C@H](O)C[C@H]3C(=O)NC3CCCCC3)CC2)cn1,2%
CN1CC(=O)N(C2CCCNC2)Cc2c1ncnc2N1CCc2ccccc2C1 (stereo not given),3%
CC(C)c1ccc(C(=O)N2C3CCCC2CC(=O)C3)cc1,-3%[44.1 µM]
O=C(Cn1cnc(S(=O)(=O)N2CCCC2)c1)Nc1cccc(Br)c1,10%
CCCC(=O)NC[C@@H]1CC[C@H]2C[C@@H]1C2(C)C,u
COC(=O)c1cc2oc3ccccc3c2n1Cc1c(C)cc(C)cc1C,19%
Cc1cnc(C(=O)N2CC(Oc3ccccc3-c3nc(C4CC4)no3)C2)cn1,u
CCN(CC)C(=O)c1sc2c(c1C)c(=O)n(CCc1ccccc1)c(=O)n2Cc1cccc(Cl)c1,-18%
Cc1ccc(OCC(=O)Nc2nnc(SCc3cc(=O)c4ccccc4[nH]3)s2)cc1C,84%[activator]
Cc1nc(-n2nc(C)c(Cc3ccc(Cl)cc3)c2C)sc1C(=O)N1CCC(C)CC1,4%
COc1cccc(Cn2c(CNS(=O)(=O)c3ccc(F)c(Cl)c3)nc3cccnc32)c1,u
COc1cc2[nH]c(=O)n(Cc3ccc(C(=O)NCc4ccccc4)cc3)c(=O)c2cc1OC,i
CC(C)CN1CCN(C(=O)CCC[C@@H]2[C@H]3CCCN4CCC[C@@H](CN2C(=O)c2cccnc2)[C@@H]34)CC1,u
CC(=O)c1ccc(NC(=O)Cn2nc(C(F)(F)F)c3c2CCCC3)cc1,-2%
Cc1ccc(S(=O)(=O)N2CCC(Oc3ncccc3C(=O)N3CCOCC3)C2)cc1F (stereo not given),i
O=C(Nc1ccccc1F)N1CC(Oc2cccc(-c3nc(-c4ccccc4)no3)c2)C1,20%[5.79 µM]

# Compound activity: PubChem, National Center for Advancing Translational Sciences (NCATS)

# Not all compounds are listed. The share of hits here may be higher or lower than overall.
